Compound activity deposited in PubChem BioAssay by The Scripps Research Institute Molecular Screening Center.
GPR151 activ: activates the human receptor GPR151. 1% of 650,000 active. AID 1508602. Q8TDV0. PathHunter beta-arrestin GPR151 cells, luminescence. activation, % at 11.2 µM; in the data active = activation above about 4.9%;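 note: 0% = median of compound wells and 100% = cells with positive control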
Target sequence (Q8TDV0 whole entry, looked up): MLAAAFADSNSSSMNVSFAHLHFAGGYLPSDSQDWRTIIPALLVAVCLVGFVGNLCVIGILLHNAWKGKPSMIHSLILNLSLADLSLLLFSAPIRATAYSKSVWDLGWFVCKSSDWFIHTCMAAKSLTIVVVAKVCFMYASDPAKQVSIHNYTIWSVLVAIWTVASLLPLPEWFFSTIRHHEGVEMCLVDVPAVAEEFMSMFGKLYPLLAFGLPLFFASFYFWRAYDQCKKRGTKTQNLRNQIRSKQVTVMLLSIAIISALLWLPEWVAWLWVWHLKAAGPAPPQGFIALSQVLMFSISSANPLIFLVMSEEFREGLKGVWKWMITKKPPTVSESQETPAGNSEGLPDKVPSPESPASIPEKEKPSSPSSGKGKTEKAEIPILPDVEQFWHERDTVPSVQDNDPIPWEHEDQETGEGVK
TEAD-YAP block: TEAD-YAP interaction inhibition; HEK-TIYL cells, TEAD-Gal4/YAP UAS-luciferase luminescence; inhibition, % at 9.12 µM; 1.4% of 640,000 active; AID 1259422; in the data active = inhibition above about 32%;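 note: 0% = median of test compound wells and 100% = reference inhibitor wells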
FBW7 activator: activators of human E3 ligase FBW7. Q969H0. AlphaScreen FBW7–phospho-cyclin E peptide binding, activator screen. normalized activity (activation), % at 26.1 µM. 0.13% of 650,000 active. AID 1259310; in the data active = normalized activity above about 1.9%;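 note: purified mutant Fbw7 with reduced substrate affinity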
Target sequence (Q969H0 whole entry, looked up): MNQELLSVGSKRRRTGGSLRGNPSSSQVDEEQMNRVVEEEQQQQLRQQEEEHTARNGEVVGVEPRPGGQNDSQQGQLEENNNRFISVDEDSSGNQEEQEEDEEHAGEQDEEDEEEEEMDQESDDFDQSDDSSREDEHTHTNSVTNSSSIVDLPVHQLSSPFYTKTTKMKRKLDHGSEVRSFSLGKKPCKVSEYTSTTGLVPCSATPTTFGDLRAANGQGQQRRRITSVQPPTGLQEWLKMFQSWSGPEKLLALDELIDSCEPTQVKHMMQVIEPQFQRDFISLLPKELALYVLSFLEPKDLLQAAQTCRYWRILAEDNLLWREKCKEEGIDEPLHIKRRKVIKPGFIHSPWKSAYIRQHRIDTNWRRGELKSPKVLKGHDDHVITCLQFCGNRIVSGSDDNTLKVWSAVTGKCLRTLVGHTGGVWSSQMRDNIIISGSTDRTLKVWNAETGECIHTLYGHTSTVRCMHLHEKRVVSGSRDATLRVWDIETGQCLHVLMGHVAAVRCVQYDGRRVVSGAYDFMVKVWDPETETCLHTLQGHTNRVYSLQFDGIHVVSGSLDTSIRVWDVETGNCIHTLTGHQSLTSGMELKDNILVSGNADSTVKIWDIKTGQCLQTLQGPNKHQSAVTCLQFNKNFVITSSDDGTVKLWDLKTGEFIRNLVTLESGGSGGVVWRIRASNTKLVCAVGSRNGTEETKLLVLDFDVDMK
MITF primary: inhibitors of human MITF; inhibition, % at 2.6 µM; AlphaScreen MITF homodimerization, bead proximity signal; 0.91% of 650,000 active; O75030; in the data active = inhibition above about 50%;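 note: 0% = vehicle wells with protein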
Starred values were filed as active, the others as inactive.

SMILES	GPR151 activ	TEAD-YAP block	FBW7 activator	MITF primary
CCCCCOC(=O)CCCCCN1C(=O)C2C3c4ccccc4C(c4ccccc43)C2C1=O (stereo not given)	-1.7	6	0.5	15
COc1ccc(CCNC(=O)CSc2nc3ccccc3c(=O)[nH]2)cc1OC	0.6	19	0.4	-1
O=[N+]([O-])c1cccc(-c2nc(=S)c3c([nH]2)CCCC3)c1	-2.2	5	-0.1	-10
CCOc1cccc(C(=O)Nc2nnc(-c3cccs3)s2)c1	-0.6	-36	-0.1	-30
CC1Cc2nc(SCC(=O)Nc3ccc(F)cc3)n(Cc3ccccc3)c(=O)c2S1 (stereo not given)	-0.4	-45	0.6	24
C=C(C)COc1cc(C)cc2oc(=O)c(CC(=O)O)c(C)c12	-1.3	0	0.3	1
O=[N+]([O-])c1ccccc1OCCCCN1CCOCC1	-0.4	-8	0.8	8
COC(=O)CC[C@H]1CN(Cc2ccc(C(=O)OC)cc2)CC[C@H]1N1CCOCC1	0.2	-5	0.0	-6
C=CCNc1c([N+](=O)[O-])ccc2nonc12	-0.8	-2	-0.1	14
COc1ccccc1N1CCN(c2ccc([N+](=O)[O-])cc2[N+](=O)[O-])CC1	0.5	-11	-0.2	6
Cn1c(Nc2nc(NCCc3ccc(O)cc3)c3ncn(-c4ccccc4)c3n2)nc2ccccc21	-3.7	19	0.8	1
CC(C)=CCn1c(C2COc3ccccc3O2)nc2ncc(-c3ccncc3)cc21 (stereo not given)	-1.1	-1	-0.2	0
CC1=C(C(=O)N2CCCCC2)C(c2ccc(Cl)cc2)C2=C(CC(C)(C)CC2=O)N1 (stereo not given)	1.1	0	-0.1	-4
COc1ccc(NC(=O)CSc2n[nH]c(=O)n2C2CC2)cc1Cl	1.8	4	-0.2	-11
COc1cc(/C=C2/NC(=O)N(c3cccc(Cl)c3)C2=O)ccc1OC(C)C	1.3	-4	-0.1	5
C/C(N)=C(/C#N)C(=O)CSc1nc2ccccc2c(=O)n1CCCOC(C)C	0.5	6	0.4	8
COc1ccc2nc(NS(=O)(=O)c3ccc(/C=C/C(=O)O)cc3)sc2c1	0.0	0	0.1	5
CCCCC(=O)Nc1c2c(nn1-c1ccc(F)cc1)CS(=O)(=O)C2	-0.4	-9	-0.2	6
Cc1ccc(OCCSc2nc3ccccc3n2CC(=O)O)c(C(C)C)c1	-0.1	-9	0.1	0
COc1ccc2c(c1)C(c1ccc(C)cc1)(C(C)C)C(=O)N2 (stereo not given)	-1.2	1	0.1	14
O=C(Nc1ccc(Oc2ccccc2)cc1)c1ccc(-c2csc3ccccc23)s1	-0.5	-4	0.2	3
CCOc1ccc(N(CC(=O)NC(C)CC)S(=O)(=O)c2c(C)noc2C)cc1 (stereo not given)	0.3	-11	0.1	9
O=C(CSc1nc(N2CCCCC2)nc(N2CCCCC2)n1)Nc1nccs1	2.7	-9	-0.1	7
Cc1c(CN(C)C(=O)/C=C/c2ccc([N+](=O)[O-])cc2)cnn1C	1.2	1	0.3	25
Cc1cc(OCC(=O)Nc2ccc(-c3nc4ccccc4s3)cc2)ccc1Cl	0.2	-14	0.1	-3

Continuation.
SMILES	GPR151 activ	TEAD-YAP block	FBW7 activator	MITF primary
O=c1nc(SCc2ccccc2Cl)c2c(n1CCO)CCC2	-1.2	6	0.4	5
COc1ccc(OC)c2sc(NC(=O)c3ccccc3S(C)(=O)=O)nc12	-0.5	9	0.5	14
OC12CCC3CC(CC1)CC2C3 (stereo not given)	-0.1	-1	0.1	0
Cc1c(C(=O)OCCOc2ccccc2)[nH]c2c1C(=O)CCC2	-0.1	43*	-0.1	-6
CC1=C(C(=O)OC2CCCCC2)C(c2ccccc2OCc2ccccc2)C2=C(CC(c3ccccc3)CC2=O)N1 (stereo not given)	-0.3	8	0.3	-6
COc1ccc(N2CCN(CCCNC(=O)C(=O)c3ccccc3NC(C)=O)CC2)cc1	-1.6	1	-0.1	-16
COc1cc(Cl)cc(C2NC(=O)NC(C)=C2C(=O)NCc2ccccc2)c1O (stereo not given)	-1.5	5	0.8	16
CCC(C)NC(=O)c1ccccc1NC(=O)C(C)N(c1ccc(C)cc1)S(C)(=O)=O (stereo not given)	2.6	-2	0.0	7
O=C(COc1ccc(Cl)cc1)Nc1ccc2oc(-c3cccnc3)nc2c1	-0.3	-7	0.1	3
CCN(CC)CC(=O)Nc1cccc(I)c1	-0.2	8	-0.1	-22
COc1ccc(C2Nc3ccccc3C(=O)N2Cc2ccco2)cc1COc1ccc([N+](=O)[O-])cc1 (stereo not given)	-1.0	-10	-0.1	1
Cc1ccc(-n2c(C)cc(C(=O)CN3C(=O)NC(Cc4ccccc4)C3=O)c2C)cc1 (stereo not given)	-0.4	7	-0.1	8
CC(C(=O)Nc1ccc(Cl)cc1)N1C(=O)NC(C)(c2ccccc2)C1=O (stereo not given)	-0.2	13	0.1	5
CCOc1cc(/C=C2\SC(=O)NC2=O)cc([N+](=O)[O-])c1O	2.3	7	-0.1	2
Cc1cc2nc(C3CCN(CC(=O)NCc4ccccc4)CC3)[nH]c2cc1C	0.2	-1	-0.1	5
CCN(C(=O)CCl)c1nc(-c2ccc(Cl)cc2)cs1	1.2	-26	-0.1	5
COCCNc1nnc(SCc2cnc(-c3ccccc3)s2)s1	-1.7	-21	0.1	2
S=c1[nH]nc(COc2ccccc2)n1/N=C/c1cccnc1	-0.5	3	-0.1	-1
CC1=NN(c2ccc(S(N)(=O)=O)cc2)C(=O)/C1=C\c1ccc(O)cc1	-1.6	3	-0.2	5
O=C(Nc1ccc2nccnc2c1)c1cnccn1	-1.7	-28	0.3	5
Cc1[nH][nH]c(=O)c1C(c1ccc(I)cc1)c1c(C)[nH][nH]c1=O	-0.5	6	0.0	5
COc1ccc(/C=C/C(=O)Nc2ccccn2)cc1	-10	47*	0.1	6
COc1cc2ccccc2cc1C(=O)Nc1cccc(-c2nc3ncccc3o2)c1C	-2.3	-9	1.0	-7
Cc1ccc(NC(=O)CSc2nsc(SCC(=O)Nc3ccc(C)cc3)c2C#N)cc1	0.6	3	0.0	10
COc1ccc(Cl)cc1NC(=O)Cn1ncc2c(=O)oc3ccccc3c21	0.3	-6	0.1	-4

Some entries already given with just GPR151 activ.
SMILES,GPR151 activ
CC(C(=O)Nc1ccc(Cl)cc1)N1C(=O)NC(C)(c2ccccc2)C1=O (stereo not given),-0.2
CCOc1cc(/C=C2\SC(=O)NC2=O)cc([N+](=O)[O-])c1O,2.3
Cc1cc2nc(C3CCN(CC(=O)NCc4ccccc4)CC3)[nH]c2cc1C,0.2
CCN(C(=O)CCl)c1nc(-c2ccc(Cl)cc2)cs1,1.2
COCCNc1nnc(SCc2cnc(-c3ccccc3)s2)s1,-1.7
S=c1[nH]nc(COc2ccccc2)n1/N=C/c1cccnc1,-0.5

(cont.)
SMILES	GPR151 activ	TEAD-YAP block	FBW7 activator	MITF primary
COc1cccc(/C=C2\SC(=S)N(NC(=O)c3cccc(O)c3)C2=O)c1	1.9	11	0.2	15
CCOC(=O)c1c(C(F)(F)F)nc2c(C)cccn12	-0.2	0	0.0	4
O=C(OCn1nnc2ccccc2c1=O)c1ccc(Br)o1	0.0	4	0.7	-7
CCCN1C(=O)CC(C(=O)OC)C12CCN(CCc1ccccc1)CC2 (stereo not given)	0.4	-1	0.0	10
CC(C)(C)NC(=O)COC(=O)c1c(F)cccc1Cl	-0.3	-28	-0.1	1
CCCCCCCCCNC(=O)c1ccc(NC(C)=O)cc1	0.2	-9	0.0	-11
COC(=O)c1cc(-c2ccc([N+](=O)[O-])cc2)c2c(=O)[nH]c(=O)n(C)c2n1	-0.3	-4	0.1	-9
COc1ccc(-c2nnc(SCc3c(C)noc3C)o2)cc1	-2.0	-20	0.5	2
CC1CCCC(C)N1C(=O)Cn1nc(-c2cccnc2)oc1=O (stereo not given)	-0.5	2	0.5	16
CN(c1ccccc1)S(=O)(=O)c1cc(C(=O)c2nccn2C)ccc1Cl	1.0	-6	-0.3	-7
COc1ccccc1NC(=O)c1ccc(NC(=O)C(C)(C)C)cc1	0.9	-27	-0.2	-10
COc1cc(CN2CCN(c3ccccc3F)CC2)cc([N+](=O)[O-])c1O	0.6	8	-0.1	22
CCOC(=O)Nc1c[nH]c2c(C)cccc2c1=O	-1.9	-9	-0.2	-6
COc1ccccc1N1CCN(S(=O)(=O)c2ccc3[nH]cc(C(=O)O)c(=O)c3c2)CC1	0.2	0	-0.3	9
COc1cccc(C2c3c(oc4ccc(C)cc4c3=O)C(=O)N2CCN(C)C)c1 (stereo not given)	-0.7	-45	-0.1	2
COC(=O)c1ccccc1NC(=O)CCCCCN1C(=O)c2ccccc2C1=O	-0.7	6	0.2	15
COc1ccccc1CN1CCc2c(nc(N3CCCC(C)C3)[nH]c2=O)C1 (stereo not given)	0.7	5	0.0	-6
COc1ccc(OC)c(NC(=O)[C@H](CCC(N)=O)NC(=O)c2ccc(Cl)cc2)c1	0.3	7	-0.1	3
COc1ccccc1N1CC(C)Cn2c1nc1c2c(=O)n(Cc2ccccc2C)c(=O)n1C (stereo not given)	-1.4	-13	0.0	5
COc1cccc(-c2cnnc(N3CCCN(c4ccccc4C)CC3)n2)c1	1.6	-14	-0.1	15
COc1ccccc1C(=O)Nc1ncn[nH]1	2.6	-13	-0.2	12
CC(=O)Nc1sc(/C(C#N)=C/c2ccco2)nc1-c1ccc(C)cc1	2.4	-2	0.1	12
CC1CCN(C(=O)C(c2ccccc2)N2Cc3ccccc3C2=O)CC1 (stereo not given)	1.3	0	0.6	7
C/C(=N\NC(N)=S)C1Cc2ccccc2C(=O)O1 (stereo not given)	-1.3	-46	0.1	11
CCOc1ccc(C(c2sc3nc(C)nn3c2O)N2CCCCC2)cc1 (stereo not given)	-1.3	3	0.9	11

Shown with each value named: part of the list above.
CCOC(=O)Nc1c[nH]c2c(C)cccc2c1=O
  GPR151 activ = -1.9; TEAD-YAP block = -9; FBW7 activator = -0.2; MITF primary = -6

COc1ccccc1N1CCN(S(=O)(=O)c2ccc3[nH]cc(C(=O)O)c(=O)c3c2)CC1
  GPR151 activ = 0.2; TEAD-YAP block = 0; FBW7 activator = -0.3; MITF primary = 9

COc1cccc(C2c3c(oc4ccc(C)cc4c3=O)C(=O)N2CCN(C)C)c1 (stereo not given)
  GPR151 activ = -0.7; TEAD-YAP block = -45; FBW7 activator = -0.1; MITF primary = 2

COC(=O)c1ccccc1NC(=O)CCCCCN1C(=O)c2ccccc2C1=O
  GPR151 activ = -0.7; TEAD-YAP block = 6; FBW7 activator = 0.2; MITF primary = 15

Returning to the listing; the 2 compounds before the break are reprinted first.
SMILES	GPR151 activ	TEAD-YAP block	FBW7 activator	MITF primary
C/C(=N\NC(N)=S)C1Cc2ccccc2C(=O)O1 (stereo not given)	-1.3	-46	0.1	11
CCOc1ccc(C(c2sc3nc(C)nn3c2O)N2CCCCC2)cc1 (stereo not given)	-1.3	3	0.9	11
O=C(c1ccc2ccccc2n1)N1CCc2ccccc2C1	0.2	-20	0.7	-2
COc1ccc(C(=O)NNC(=O)COc2ccc(Br)c(C)c2)cc1OC	0.2	3	0.8	23
COc1ccc(-c2nnc(SCc3ccccc3)n2C)cc1OC	1.5	-10	0.1	-2
O=C(Nc1ccc(NC(=O)c2ccccc2)nc1)c1ccncc1	0.8	-33	-0.1	20
CC(C)C(=O)N(CC(=O)Nc1sc2c(c1C(N)=O)CCCC2)C1CCCC1	-1.2	9	1.2	11
COc1cc(OC)cc(C(=O)N=c2sc3cc(OC)c(OC)cc3n2C)c1	-1.1	2	1.1	16
O=C(Cn1c(=O)n(C2CCCCC2)c(=O)c2cccnc21)Nc1ccccc1C(F)(F)F	-0.6	-3	-0.1	10
O=C(CN1C(=O)C(=O)N(Cc2ccccc2)C1=O)NCc1cccs1	-0.9	-3	-0.1	6
CCOC(=O)c1c(NC(=O)c2ccco2)sc(C(=O)Nc2cccc(OC)c2)c1C	-0.5	-1	0.4	18
COc1cc(SC)ccc1C(=O)NCCc1c[nH]c2ccccc12	0.0	-10	0.8	11
O=C(COc1ccc(N2CCCC2)nn1)N1CCC(C(O)c2ccccc2)CC1 (stereo not given)	-0.7	13	0.2	6
Cc1ccc(C(=O)N2CCN(Cc3ccccc3)CC2)cc1[N+](=O)[O-]	1.0	14	0.1	5
NC(=O)C1CCN(C(=O)C2c3ccccc3C(=O)N3CCc4ccccc4C23)CC1 (stereo not given)	-0.1	7	-0.1	-6
CCC(Sc1nc2n[nH]c(C)c2c(=N)n1-c1ccc(OC)cc1)C(=O)N1CCOCC1 (stereo not given)	0.4	-3	-0.3	-8
Cc1cccc(C(=O)Nc2ccc3nc(SCC(=O)Nc4cc(Cl)ccc4C)sc3c2)c1	0.2	-10	0.8	18
Cc1ccccc1N1C(=O)NC(=O)/C(=C\c2cc3ccccc3n2C)C1=O	-0.2	-5	0.0	6
CCN1C(=O)c2cccc3c(S(=O)(=O)Nc4ccccc4OC)ccc1c23	0.6	-13	0.1	13
O=C(Nc1cc2c3c(c1)C1CCCC1CN3CC1CCCC21)c1ccc([N+](=O)[O-])cc1 (stereo not given)	0.1	-1	0.1	-6
CCCCCCCc1ccc(C(=O)Oc2ccc(SC)cc2)cc1	-0.9	-1	0.1	15
O=C(N[C@H]1C[C@H]2C(=O)N[C@H](Cc3ccccc3)C(=O)N2C1)c1ccc(Cl)cc1	0.2	-10	-0.3	-6
CC1CCc2c(sc(NC(=O)COc3cccc(Cl)c3)c2C#N)C1 (stereo not given)	2.8	-1	0.1	12
CCCNC(=O)c1cccc(-c2ccc(N3CCOCC3)nc2)c1	-0.6	-52	0.1	-3
Cn1c(=O)c2cc(C(=O)N3CCCC3)sc2c2ccc(Cl)cc21	0.8	8	-0.1	5
Nc1nccc(-c2cc(F)c3nc(C4COc5ccc(C(=O)NC6CCC6)cc5C4)[nH]c3c2)n1 (stereo not given)	-1.0	-2	-0.2	6
CCCCN(C)S(=O)(=O)c1cc(C(=O)Nc2cccc(C(F)(F)F)c2)ccc1F	0.8	-12	0.1	-8
